UPR CHOP act – apoptotic UPR (CHOP) activation. hit rate 0.34% among 330,000. AID 449763. CHO-CHOP luciferase reporter, luminescence; percent of tunicamycin response over DMSO baseline. activation, % at 10 µM;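 active = at 10 µM dose, activation of 40% or more, normalized to positive control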;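 note: 100% = tunicamycin at 10 µg/mL and 0% = DMSO alone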
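Dosing – one dose, 10 µM in 0.5% DMSO · System – CHO-CHOP cells, stable luciferase reporter of PERK-eIF2a-CHOP signalling · Input – 500 cells/well · Control set – tunicamycin 10 µg/mL final as positive, DMSO-only wells as negative · Timing – 6 h compound treatment, 37 °C · Measure – % activation vs tunicamycin · Technique – luminescence read with Steady-Glo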
NALP3 yeast inh – blocks the NALP3 inflammasome reconstituted in yeast; AID 2825; inhibition, % at 10 µM; hit rate 0.39% among 330,000; Yeast reconstituted NLRP3/ASC/caspase-1, beta-gal luminescence, 24 h;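 active = inhibition of 50% or more; inactive = inhibition below 50%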;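 note: plate controls were induced DMSO wells for no effect and uninduced yeast grown without galactose for full effect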
TIM10 inh – TIM10 yeast growth inhibition | inhibition, % at 10 µM | S. cerevisiae TIM10 strain growth, BacTiter-Glo luminescence, 24 h | hit rate 1.4% among 330,000 | AID 463195;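 active = inhibition of 40% or more at the single tested concentration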;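 note: wild-type TIM10 isogenic control strain grown at permissive 25 °C; 0% = DMSO yeast wells and 100% = minimal medium wells without yeast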
XBP1 UPR activ – adaptive UPR (XBP1) activation; CHO-XBP1 luciferase reporter, IRE1-XBP1 UPR activation, luminescence; percent of tunicamycin response, DMSO as zero; activation, % at 20 µM; hit rate 0.33% among 330,000; AID 463104;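 active = versus positive control, 20 µM dose yields 30% or more activation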;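 note: 100% = tunicamycin at 10 µg/mL and 0% = DMSO only wells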
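Assay system: IRE1-XBP1 luciferase reporter CHO line. Input: 1000 cells/well. Buffer or medium: F12 with 10% serum. Doses: 20 µM, 1% DMSO. Times: overnight seeding at 37 °C, 6 h compound treatment at 37 °C. Technique: Steady-Glo luciferase glow luminescence, 10 min after reagent addition.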
Mdm2 MdmX PPI – inhibitors of human Mdm2/MdmX interaction. SaOS-2 split-luciferase Mdm2/MdmX complementation, luminescence. inhibition, % at 8 µM. hit rate 3% among 330,000. AID 485346;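 active = inhibition of at least 50% at 8 µM in the primary screen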
APJ agonist – activates the human apelin receptor APJ. AID 2520. activation, % at 20 µM. hit rate 0.11% among 330,000. P35414. CHO-K1 APJ PathHunter beta-arrestin, luminescence; 0% DMSO wells, 100% apelin;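 active = activation more than six SD over the plate average, tested at 20 µM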;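 note: 0% = DMSO alone and 100% = apelin-13 at 10 nM; some results filed as inactive read as strong as hits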
Target sequence (P35414 whole entry, looked up): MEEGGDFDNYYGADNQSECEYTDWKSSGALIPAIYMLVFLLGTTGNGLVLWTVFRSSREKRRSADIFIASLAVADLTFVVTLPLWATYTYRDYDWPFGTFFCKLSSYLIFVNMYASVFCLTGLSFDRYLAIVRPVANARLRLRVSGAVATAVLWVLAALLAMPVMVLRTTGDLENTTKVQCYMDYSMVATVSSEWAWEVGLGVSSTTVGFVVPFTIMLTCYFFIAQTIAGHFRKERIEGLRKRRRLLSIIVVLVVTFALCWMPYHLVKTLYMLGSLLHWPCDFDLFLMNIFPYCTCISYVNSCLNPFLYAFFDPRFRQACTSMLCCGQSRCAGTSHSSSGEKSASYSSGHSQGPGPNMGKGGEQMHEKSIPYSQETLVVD
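system = engineered CHO-K1 APJ arrestin reporter cells | input = 1000 cells per well | timing = overnight seeding, 90 min compound at 25 °C, 1 h detection | measured by = enzyme-fragment complementation luminescence | read-out = beta-arrestin recruitment to APJ as agonist activity, luminescent signal | control set = negative DMSO alone, positive Apelin-13 at 10 nM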
tim23-1 inh – growth inhibitors of tim23-1 mutant yeast | hit rate 1.3% among 330,000 | inhibition, % at 20 µM | S. cerevisiae tim23-1 growth, BacTiter-Glo luminescence, 24 h;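 active = growth inhibition of the mutant yeast at or above 50%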;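 note: temperature-sensitive mutant grown at 25 °C; plate controls were DMSO-treated mutant yeast for no effect and medium wells lacking yeast for full effect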
GRIN3A LBD mod – modulators (binders) of human NR3A ligand-binding domain | Tm shift relative to glycine control, % at 25 µM | hit rate 2.5% among 340,000 | NR3A LBD differential scanning fluorimetry, Tm shift; 0% = protein alone, 100% = glycine-bound protein;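 active = melting temperature shift of at least 10% of the positive control shift, at one fixed dose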
tim10-1 inh – tim10-1 yeast growth inhibition. S. cerevisiae tim10-1 ts strain growth, BacTiter-Glo, 24 h. inhibition, % at 20 µM. hit rate 2.2% among 330,000. AID 463190;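 active = inhibition of at least 40%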;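 note: mutant grown at 25 °C; 0% = DMSO wells with yeast and 100% = wells holding no yeast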
An asterisk follows results filed as active.

Below each compound – UPR CHOP act | NALP3 yeast inh | TIM10 inh | XBP1 UPR activ | Mdm2 MdmX PPI | APJ agonist | tim23-1 inh | GRIN3A LBD mod | tim10-1 inh
CCN(CC)C(=O)COc1ccc(-c2nnc(N3CCCCC3)c3ccccc23)cc1
→ 1.6 | -2 | 35 | 0 | 8 | -3 | 34 | -3 | 29
Cc1[nH]c2ccccc2c1C(c1ccncc1)N1CCCCC1 (stereo not drawn)
→ -0.1 | 3 | -24 | -5 | 10 | -1 | 21 | 0 | 1
CC(=O)NS(=O)(=O)c1ccc(N2C(=O)CC(Sc3nccc(C)n3)C2=O)cc1 (stereo not drawn)
→ 1.1 | 10 | -4 | -5 | -5 | -1 | 0 | 2 | -15
COc1ccc(CNC(=O)c2ccc3oc(C(C)C)nc3c2)cc1
→ 4.1 | 20 | 2 | -1 | -35 | -5 | 25 | 0 | 19
CCOC(=O)N1CCN(C(=O)Cc2ccc(-n3c(=O)[nH]c4ccccc4c3=O)cc2)CC1
→ 3.2 | 11 | 0 | 2 | 7 | 6 | 0 | -2 | 13
CCCCCCCCNC(=O)CC(NS(=O)(=O)c1ccc(NC(C)=O)cc1)C(C)C (stereo not drawn)
→ -0.1 | 8 | -12 | 0 | -10 | -1 | -2 | -7 | 3
COCCCNc1oc(-c2ccccc2Cl)nc1C#N
→ 2.6 | -28 | 26 | 2 | -14 | -3 | 28 | -4 | 33
O=C1CCCN1c1cc(Cl)cc(Cl)c1
→ -3.0 | -13 | -3 | 2 | 1 | -2 | 8 | -3 | 1
CCOc1ccc2nc(SCC(=O)N3CCCCCC3)c(C#N)cc2c1
→ 2.4 | 15 | 15 | 2 | -30 | 19 | 17 | -2 | 26
C=CCOc1c(Br)cc(CNc2ccc(NC(=O)CCC)cc2)cc1OCC
→ -1.2 | 23 | 8 | -3 | 1 | -2 | 11 | -1 | 17
CC1CCN(C(=O)c2ccccc2SCC(=O)NCC2CCCCC2)CC1
→ 0.5 | 14 | 10 | -1 | 2 | -2 | 17 | 1 | 22
O=C(CSc1nc2ncc(Cl)cc2[nH]1)NCC(=O)Nc1ccc(F)c(F)c1F
→ 0.0 | 3 | -7 | -2 | -5 | -6 | 0 | -1 | -8
Cc1ccc(C(C)C)c(OCc2nnc3n2CCCCC3)c1
→ -0.8 | 8 | 11 | -2 | 10 | -2 | 17 | 0 | 23
c1ccc(N/N=C(\Cc2nc3ccccc3[nH]2)c2ccccc2)cc1
→ 4.3 | 25 | 48* | 2 | 4 | -1 | 58* | -2 | 40
COC(=O)c1ccccc1NC(=O)COC(C)=O
→ -2.1 | 0 | -14 | -1 | 4 | -7 | -3 | 10 | -2
COc1cc(/C=C(\C#N)C(=O)Nc2ccc(C(=O)O)cc2)ccc1OC(=O)c1cccc(F)c1
→ 4.6 | 4 | 5 | -6 | -2 | 0 | 17 | -1 | 18
COc1ccc(C[C@H](N)C(=O)N[C@H]2[C@@H](O)[C@H](n3cnc4c(N(C)C)ncnc43)O[C@@H]2CO)cc1
→ 35 | 1 | 9 | 26 | 96* | 3 | -5 | -1 | -9
CCOC(=O)c1nc(Nc2ccc(C(=O)O)cc2)c2ccccc2n1
→ 1.2 | 11 | -8 | -3 | 6 | -4 | 11 | 14* | 15
O=C(N/N=C/c1ccsc1)c1c[nH]c2ccccc12
→ 6.9 | 0 | 9 | -3 | 23 | 4 | 0 | 31* | -25
CSc1ccc(CNCCCN(C)C)cc1
→ -1.8 | 10 | 6 | 1 | 24 | -2 | 22 | -3 | 32

A section from the list above, as a working copy:
Below each compound – UPR CHOP act | NALP3 yeast inh | TIM10 inh | XBP1 UPR activ | Mdm2 MdmX PPI | APJ agonist | tim23-1 inh | GRIN3A LBD mod | tim10-1 inh
CC1CCN(C(=O)c2ccccc2SCC(=O)NCC2CCCCC2)CC1
→ 0.5 | 14 | 10 | -1 | 2 | -2 | 17 | 1 | 22
O=C(CSc1nc2ncc(Cl)cc2[nH]1)NCC(=O)Nc1ccc(F)c(F)c1F
→ 0.0 | 3 | -7 | -2 | -5 | -6 | 0 | -1 | -8

(cont.)
Below each compound – UPR CHOP act | NALP3 yeast inh | TIM10 inh | XBP1 UPR activ | Mdm2 MdmX PPI | APJ agonist | tim23-1 inh | GRIN3A LBD mod | tim10-1 inh
COc1ccc2c(c1)SC(C)CC2=O (stereo not drawn)
→ -2.2 | -13 | -23 | -1 | 13 | 0 | -2 | 0 | -18
CCn1c(SCC(=O)NC2CC2)nnc1-c1ccc(F)cc1
→ -0.5 | 8 | -1 | -4 | 0 | -2 | -15 | 1 | -19
O=C(N/N=C/c1ccc2c(c1)OCO2)C(=O)Nc1ccccc1Cl
→ 3.5 | 0 | -4 | 0 | 35 | -8 | 9 | 14* | -4
O=C(COc1cc2oc(=O)c3c(c2cc1Cl)CCCC3)N1C[C@H]2C[C@@H](C1)c1cccc(=O)n1C2
→ -2.2 | 7 | -4 | 0 | 27 | -2 | -4 | -2 | -9
Cc1c(C(=O)NNC(=O)c2ccncc2)oc2ccccc12
→ -3.4 | 0 | 1 | 2 | -12 | -4 | 15 | 2 | 20
Cc1ccc(S(=O)(=O)NCc2ccc(C(=O)NC3CCCCC3)cc2)cc1
→ 1.8 | 7 | 4 | -2 | 26 | -1 | 15 | 1 | 23
CCCNc1c(N)c(=O)c1=O
→ 1.6 | 16 | 0 | -3 | 13 | 3 | -1 | 3 | -1
CCOc1ccc(N2C(=O)C3ON(c4ccccc4)C(c4cccs4)C3C2=O)cc1 (stereo not drawn)
→ 1.1 | 5 | 2 | -3 | -22 | 2 | 18 | -24 | -1
Cc1ccc(N2CCN(/N=C/C3=C(N4CCOCC4)C(=C\c4ccccc4)/CC3)CC2)cc1
→ 0.6 | 5 | -20 | -1 | -14 | 2 | 18 | 4 | 13
CC(=O)C1=C(C)N(c2ccccc2)C(=O)C1(NS(=O)(=O)c1ccc(N)cc1)C(F)(F)F (stereo not drawn)
→ -0.5 | 13 | -5 | -1 | 1 | 0 | 17 | 1 | -4
O=C(CN(Cc1ccccc1)C(=O)CNS(=O)(=O)c1ccc(F)cc1)NCc1ccco1
→ -0.4 | 13 | -3 | 0 | 5 | -4 | 1 | -1 | 7
Cn1c(=O)c2c(ncn2CC(=O)N/N=C/c2cn[nH]c2-c2ccc(F)cc2)n(C)c1=O
→ -0.8 | 11 | 9 | 1 | 18 | 0 | 14 | 1 | 2
O=C(CN(Cc1cccs1)C(=O)CCC(=O)Nc1ccccn1)NCc1ccccc1
→ -0.2 | 28 | -16 | -1 | 9 | 1 | 14 | 0 | 20
Cn1c(=O)[nH]c(=O)c2c1nc(N1CCOCC1)n2CC(=O)c1ccccc1
→ 0.1 | 1 | -14 | -2 | 3 | 0 | -2 | 1 | 9
COc1ccccc1-n1c(-c2ccc(F)cc2)coc1=O
→ 1.2 | -7 | 16 | -1 | -4 | -3 | 1 | -1 | 5
O=C(Nc1ccc(N2CCOCC2)cc1)C1CC(O)CN1S(=O)(=O)c1ccc(Cl)cc1 (stereo not drawn)
→ -0.1 | 11 | -3 | 0 | 9 | -1 | 7 | -1 | 11
Cc1ccc2cc3cc(C(=O)NCCN4CCOCC4)oc3nc2c1
→ -0.1 | 6 | 0 | -2 | 5 | 0 | 27 | -2 | 21
COC(=O)NC1CSCC1OC(=O)CCN1C(=O)c2ccccc2C1=O (stereo not drawn)
→ -1.5 | 4 | 9 | -3 | 10 | 0 | 6 | -1 | 15
Cc1cccc(OCC(=O)N2CCN(C(=O)CCC3CCCC3)CC2)c1
→ -1.8 | -2 | 5 | 0 | 11 | -4 | 3 | 0 | 2
CN(C(=O)COC(=O)c1cc(S(=O)(=O)N2CCOCC2)ccc1Cl)C1CCS(=O)(=O)C1 (stereo not drawn)
→ 0.7 | -18 | 3 | 1 | -10 | 9 | 13 | 0 | 5

Next part:
Below each compound – UPR CHOP act | NALP3 yeast inh | TIM10 inh | XBP1 UPR activ | Mdm2 MdmX PPI | APJ agonist | tim23-1 inh | GRIN3A LBD mod | tim10-1 inh
CO[C@@]1(NC(=O)CSCC#N)C(=O)N2C(C(=O)O)=C(CSc3nnnn3C)CS[C@@H]21
→ -1.8 | -3 | 14 | -10 | 13 | -1 | -6 | 0 | 17
CCN1CCN(C(=O)c2cc3c(s2)-c2c(C)cccc2OC3)CC1
→ 2.7 | 20 | 3 | 4 | -34 | -3 | 1 | 1 | -9
Cc1oc(-c2cccc(Cl)c2)nc1CN1CCCC(C(=O)NCCCN2CCOCC2)C1 (stereo not drawn)
→ -2.0 | 7 | -19 | 0 | 25 | -1 | -40 | 2 | -12
O=C1CC(N2CCSCC2)C(=O)N1CCc1ccccc1 (stereo not drawn)
→ 1.0 | 1 | 12 | -2 | 8 | 0 | 11 | -1 | 12
COC(=O)c1c(C)nn(-c2ccccc2)c1N
→ 1.4 | 30 | 0 | 0 | -10 | 0 | 7 | -1 | 15
CC1(c2ccccc2Cl)NC(=O)N(CC(=O)Nc2ccc3c(c2)OCO3)C1=O (stereo not drawn)
→ -0.7 | 6 | 13 | -2 | 23 | -1 | 11 | 0 | 0
CC(C)CCN1C(Nc2ccccc2)=NC[C@@H]1C
→ -0.1 | 8 | -6 | -1 | 8 | 3 | 17 | 1 | 3
CCOc1c(OC)cccc1C(=O)NCC1(c2ccccc2)CCCC1
→ 0.2 | 10 | 28 | -1 | 7 | -2 | 31 | 5 | 24
C/C(=N\Nc1cc(C)nc(NCc2ccccc2)n1)c1cccc([N+](=O)[O-])c1
→ 2.0 | 1 | -31 | 0 | 13 | -1 | -19 | 3 | 3
Cc1ccc(N(C)C(=O)CN(C)S(=O)(=O)c2ccc3c(c2)n(C)c(=O)c(=O)n3C)cc1
→ 0.4 | 2 | 5 | -5 | -2 | -1 | 5 | 2 | -8
COC(=O)C1C/C(=N\NS(=O)(=O)c2ccc(C)cc2)c2ccsc2C1 (stereo not drawn)
→ -1.3 | 23 | 11 | -1 | -4 | -4 | 11 | 0 | 13
COCCNC(=O)c1cccc(OC2CCN(Cc3cccc(C(C)=O)c3)CC2)c1
→ 0.8 | 10 | -3 | -4 | -9 | 3 | 1 | 3 | -9
Nc1nnc(SCc2ccccc2F)s1
→ 0.5 | 8 | 7 | -2 | 2 | 1 | 7 | -1 | -6
COc1ccccc1NC(=O)C(=O)/C=C(\O)c1ccccc1
→ 11 | 19 | -17 | -1 | -2 | 0 | 3 | 1 | -30
C/C(O)=C(\C#N)P(=O)(c1ccccc1)c1ccccc1
→ 0.7 | 28 | -11 | -4 | -3 | 6 | -2 | -1 | -2
O=C(NNC(=S)NC(=O)c1ccccc1)c1cccnc1
→ 1.8 | 20 | 0 | -4 | 12 | 1 | 2 | -2 | 22
CC1(c2ccccc2)NC(=O)N(CC(=O)Nc2ccc3c(c2)OCO3)C1=O (stereo not drawn)
→ 1.4 | 9 | 10 | 0 | 18 | 8 | -2 | -2 | 12
O=C(CSc1ccccc1)NC(=O)NCc1ccccc1
→ 2.2 | 10 | -8 | 0 | -22 | -3 | 10 | 0 | 5
CC1CCCC(NC(=O)NC(=O)COC(=O)C2=NN(c3ccccc3)C(=O)CC2)C1C (stereo not drawn)
→ -1.0 | 14 | 1 | 0 | 3 | -3 | 18 | 0 | 6

Bioassay records as filed in PubChem.

No enrichment for hits; 8.2% or so of the library scored in one or more.
